Bioassay records (PubChem BioAssay)
Epigenetic reg: Quantitative High-Throughput Screen for Regulators of Epigenetic Control; murine LDR cells, GFP reporter derepression, 30 h; Potency, µM (highest dose often 53.9 µM), inactives show at the highest dose GFP activation, most hits filed as activators; 0.2% of 280,000 active; further: % of control where 0% means no effect; nearly all actives have a fitted effect of over 60% in size
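In this reporter-derepression format, murine cells bearing a silenced integrated CMV-GFP locus incubate with test compound (30 h, 37 C), then are washed and imaged; fluorescent objects of 20–120 um count as induced cells.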
Tau fluor counter: Counterscreen qHTS for Inhibitors of Tau Fibril Formation, Fluorescence Polarization. tau K18 P301L Alexa594 fluorescence, heparin fibrillization. Potency, µM (titrated, usually from 57.7 µM), for the others: at the highest dose activity change, negative = decrease. 0.93% of 280,000 active. AID 1463, 2008; further: on the % scale 0 is the no-effect control and ±100 the full control effect; nearly all actives have a fitted effect of over 55% in size
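Human tau K18 P301L (15 uM unlabeled, 0.24 uM Alexa 594-labeled) in 100 mM sodium acetate pH 7 with 20 uM heparin, 6 hr at 37 C. ThT 30 uM added, 1 hr ambient; Alexa 594 FP and total fluorescence read at 555/632 nm.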
* = called active by the depositor; ? = inconclusive. The call rests on the fitted dose curve; in most records, active means well fitted curve in the direction sought with a large enough effect; inconclusive means small, poorly fitted or top-dose-only effect, or another doubt; inactive means no such curve, though single readings can be large; an effect the other way counts as inactive or inconclusive. Potency means the concentration at half of the fitted maximal effect.

SMILES	Epigenetic reg	Tau fluor counter
CCOC(=O)N1CCc2c(sc(NCc3cccc(F)c3)c2C(=O)Nc2ccc(OC)cc2)C1	0.0%	?
CCC(Sc1nc2cc3c(cc2c(=O)n1CCCC(=O)NCc1ccc2c(c1)OCO2)OCO3)C(=O)NCCCOC (centres undefined)	-0.5%	-2%
Cn1c(=O)c2c(SCC(=O)N3CCc4ccccc43)nc(-c3ccccc3Cl)nc2n(C)c1=O	-2.9%	3%
Cc1ccc(CNC(=O)CSc2nc3ccsc3c(=O)n2Cc2ccccc2F)cc1	0.0%	7%
CCc1ccccc1NC(=O)c1cc(S(=O)(=O)N2CCCc3ccccc32)ccc1F	-1.5%	-25%
NS(=O)(=O)c1ccc(CCNC(=O)C2COc3ccccc3C2)cc1 (centres undefined)	0.0%	-13%
COC(=O)c1ccc(Nc2ncnc3c2cnn3C)cc1	0.6%	-13%
O=C(Nc1ccccc1Br)N1CCC(CN2CCCC2)CC1	0.0%	-12%
Cc1ccc(-n2nnnc2CNC(=O)c2ccccc2F)cc1C	-2.7%	-3%
Cc1ccc2nc(COc3ccccc3NC(=O)c3ccc(F)cc3)cc(=O)n2c1	-2.8%	1%
CCOC(=O)c1c(N)n(-c2ccc(C)c(C)c2)c2nc3ccccc3nc12	1.1%	-10%
COc1ccc(OC)c(NC(=O)CSC2=Nc3ccccc3C3=NC(CC(=O)NCCc4ccccc4)C(=O)N23)c1 (centres undefined)	-0.5%	4%
COc1ccc(Cl)cc1NC(=O)CSc1nccn1-c1ccc(Cl)cc1	0.0%	-30%
O=C(NCCc1ccc(Cl)cc1)C(=O)NCC(c1cccs1)S(=O)(=O)c1ccccc1 (centres undefined)	1.4%	-9%
O=C1NCCN(Cc2ccc(F)cc2)C1=O	-4.1%	-1%
COCC(C)NS(=O)(=O)c1ccc(N2CCCCS2(=O)=O)cc1 (centres undefined)	-1.3%	2%
COc1ccc(CCNC(=O)Cn2cc(C(=O)c3ccccc3)c(=O)c3ccc(C)nc32)cc1OC	-0.2%	-23%
Cc1cccc(CSc2nc3c([nH]c4ccccc43)c(=O)n2C)c1	5.0%	-12%
CCOc1ccc(-n2c(SCC(=O)NC3CCCCC3)nc3c([nH]c4ccccc43)c2=O)cc1	2.8%	-8%
COC(=O)c1sc2cccc(F)c2c1S(=O)(=O)Nc1ccc(C)cc1Cl	0.0%	-19%
Cc1nnc2c3ccccc3nc(Nc3ccc(F)cc3Cl)n12	-1.4%	0%
COc1ccc(Cl)cc1NC(=O)CSc1nccn1Cc1ccco1	0.0%	-22%
Cc1nn2c(=O)cc(COC(=O)c3ccc(NC(=O)COc4ccc(C)c(C)c4)cc3)nc2s1	0.3%	0%
Cc1ccc2ncc3c(-c4ccc(F)cc4)nn(-c4cccc(F)c4)c3c2c1	-2.4%	4%
CCc1ccc(CNC(=O)CN2C(=O)CCn3nc(-c4cn(C)c5ccccc45)cc32)cc1	-1.7%	-22%
CCc1ccc(S(=O)(=O)Nc2ccc(-c3ccc(N4CCCCCC4)nn3)cc2)cc1	0.0%	-21%
O=C(Cn1c(=O)oc2cc(S(=O)(=O)N3CCCCCC3)ccc21)Nc1cccc(C(F)(F)F)c1	?	-14%
COc1ccccc1NC(=O)C(=O)NCC(c1ccc2c(c1)OCO2)N1CCOCC1 (centres undefined)	0.8%	-4%
CCOc1ccc(NC(=O)C(=O)NCCc2csc(-c3ccc(C)cc3)n2)cc1	1.4%	-8%
O=c1cc(CSc2ccccc2)[nH]c2ccc(F)cc12	5.3%	1%
Cc1ccc(Cl)cc1N1CCN(C(=O)C2CCN(S(=O)(=O)c3ccc4c(c3)oc(=O)n4C)CC2)CC1	-1.1%	-14%
Cc1cc2n(n1)CCC(=O)N2Cc1ccc(C(=O)Nc2cc(Cl)ccc2C)cc1	-1.5%	-5%
O=S(=O)(c1ccc(-c2cnc(C3CC3)o2)cc1)N1CCN(c2ccc(F)cc2)CC1	8.2%	-24%
CC1CCC(N2CC(=O)N(C3CCCCC3)C(c3ccc(Cl)cc3)C2=O)CC1 (centres undefined)	2.4%	4%
Cc1ccc(-n2ncc3c(NC4CCCCC4)ncnc32)cc1Cl	-0.7%	?
COc1ccc(NCc2cc3ccc(OC)cc3n(CC(=O)Nc3ccc(C)c(C)c3)c2=O)cc1	5.7%	?
CCC(Oc1ccccc1)C(=O)Nc1cc(-c2ccccc2F)nn1-c1ccccc1 (centres undefined)	2.4%	-15%
Cc1c(-c2nsc(NC(=O)c3cccs3)n2)nnn1-c1ccc(Br)cc1	-0.4%	5%
COc1ccccc1CNC(=O)CCC1N=C2c3ccccc3N=C(SCC(=O)Nc3ccc(N(C)C)cc3)N2C1=O (centres undefined)	-2.4%	-25%
COc1ccc(CCNc2ncnc3c2cnn3-c2cc(Cl)ccc2C)cc1	1.7%	-27%
CCOc1ccccc1NC(=O)CSc1nnc2[nH]c(=O)cc(-c3ccccc3)n12	2.6%	-5%
O=C(C1COc2ccccc2O1)N(Cc1cccnc1)c1nc2c(F)cc(F)cc2s1 (centres undefined)	1.0%	-13%
COc1ccc(-c2nc3scc(CCNS(=O)(=O)c4ccc(F)cc4C)n3n2)cc1	-2.6%	?
O=C(NCc1cccc(Cl)c1)c1c2c(nc3ccccc13)C(=O)N(C1CCCCC1)C2	7.4%	9%
COc1cccc(N2CCN(c3ncnc4c3c(-c3ccccc3)cn4-c3cccc(C(F)(F)F)c3)CC2)c1	1.8%	-22%
O=C(NCCc1csc2nc(-c3ccc(F)cc3)nn12)c1ccco1	-2.6%	-3%
CC(C)Cc1ccc(S(=O)(=O)NCc2nc3cccnc3n2Cc2ccccc2)cc1	1.1%	2%
CC(=O)c1ccc(NC(=O)C2CCN(c3nnc(C)c4c(C)n(-c5ccccc5)nc34)CC2)cc1	?	-25%
COc1ccc(NC(=O)Cn2c(=O)nc(-c3ccccc3)c3ccccc32)cc1OC	7.7%	1%
CCc1ccccc1NC(=O)NCc1ccc2c(c1)CCN2C(=O)c1ccccc1	-5.5%	-12%
O=C(Nc1ccc(F)cc1)c1ccc(-n2cnc3cccnc32)cc1	-3.8%	-18%
COc1ccc(-c2nc(C)c(CCNS(=O)(=O)c3cc(C)c(C)cc3C)s2)cc1	2.8%	-20%
COc1ccc(Cn2c(SCC(N)=O)nc3c(sc4ccccc43)c2=O)cc1	?	-3%
CCOc1cc2[nH]c(=O)n(Cc3ccc(C(=O)N4CCN(c5ccccc5)CC4)cc3)c(=O)c2cc1OCC	-2.4%	-25%
COc1ccc(Cl)cc1S(=O)(=O)N1CCC(c2ccncc2)CC1	-1.3%	-13%
CCc1ccccc1NC(=O)C1CCN(c2nc3ccccc3[nH]2)CC1	-1.9%	-1%
COc1cc(NC(=O)C2CCN(S(=O)(=O)c3ccc4c(c3)CCCC(=O)N4)CC2)cc(OC)c1	-0.4%	-9%
O=C(c1ccc2c(c1)CCCC2)N1CCN(c2nc3c(F)cccc3s2)CC1	1.1%	19%
COc1ccc(C(=O)Nc2ccccc2-c2nc3ccccc3s2)c(OC)c1	0.0%	-26%
Cc1cc(C)n(-c2nnc(Nc3ccc(C(C)C)cc3)c3ccccc23)n1	0.0%	?

Random excerpt: 3 records from the list.
SMILES	Epigenetic reg	Tau fluor counter
COc1ccc(-c2nc(C)c(CCNS(=O)(=O)c3cc(C)c(C)cc3C)s2)cc1	2.8%	-20%
CCOc1cc2[nH]c(=O)n(Cc3ccc(C(=O)N4CCN(c5ccccc5)CC4)cc3)c(=O)c2cc1OCC	-2.4%	-25%
COc1ccc(Cl)cc1S(=O)(=O)N1CCC(c2ccncc2)CC1	-1.3%	-13%

Next part
SMILES	Epigenetic reg	Tau fluor counter
Cn1cccc1-c1cc2n(n1)CCC(=O)N2CCCC(=O)NCc1cccc(Cl)c1	-1.7%	-15%
CCN1CCN(c2ncc3c(n2)CCN(Cc2ccc(C)s2)C3)CC1	-3.0%	0%
Cc1cn2c(=O)cc(COC(=O)c3cccc(NC(=O)COc4ccccc4)c3)nc2s1	0.8%	-13%
CC(C)Oc1ccc(CNC(=O)c2cccc(NC(=O)c3nsc4ccccc34)c2)cc1	-3.8%	7%
CCN(CC)S(=O)(=O)c1ccc2c(c1)N(CC(=O)N1CCN(c3cc(Cl)ccc3C)CC1)C(=O)CO2	-1.1%	5%
CCN(CC)c1nn2c(=O)c(C(=O)NCCc3cccc(C)c3)cnc2s1	0.0%	-8%
Cc1ccc(N2CC(NC(=O)Cc3ccc(F)cc3)CC2=O)cc1C (centres undefined)	0.4%	-7%
Cc1cn(C)c(CC(=O)NCc2ccccc2)c1C(=O)O	1.3%	3%
CCCCc1nn2c(=O)cc(COC(=O)c3ccccc3NC(=O)C(C)(C)C)nc2s1	2.2%	-3%
COc1ccc(CC(=O)NC2CC(=O)N(c3ccc4c(c3)OCCO4)C2)cc1 (centres undefined)	2.4%	-2%
CCOc1ccc(CCNC(=O)c2ccc3c(c2)c(C)c(C)n3Cc2ccccc2)cc1OCC	0.2%	-11%
COc1ccc(NC(=O)c2cc(CN3CCCC3)on2)cc1Cl	1.1%	-8%
Cc1oc(-c2ccc(C(=O)NCc3ccc(F)cc3)cc2)nc1CS(=O)c1ccccc1 (centres undefined)	-3.0%	-8%
COc1cccc(-n2c(SCC(=O)Nc3c(C)cc(C)cc3C)nc3c([nH]c4ccccc43)c2=O)c1	?	-4%
Cc1nn2c(C)c(C(=O)NCC(C)c3ccccc3)cnc2c1-c1ccccc1 (centres undefined)	0.8%	-13%

A different layout for some results above.
The line under a structure holds: Epigenetic reg | Tau fluor counter
COc1cccc(-n2c(SCC(=O)Nc3c(C)cc(C)cc3C)nc3c([nH]c4ccccc43)c2=O)c1
 : ? | -4%
Cc1ccc(N2CC(NC(=O)Cc3ccc(F)cc3)CC2=O)cc1C (centres undefined)
 : 0.4% | -7%
CCN(CC)c1nn2c(=O)c(C(=O)NCCc3cccc(C)c3)cnc2s1
 : 0.0% | -8%
Cc1cn2c(=O)cc(COC(=O)c3cccc(NC(=O)COc4ccccc4)c3)nc2s1
 : 0.8% | -13%

One compound at a time, as listed above. Screens in order: Epigenetic reg	Tau fluor counter
COc1ccc(CC(=O)NC2CC(=O)N(c3ccc4c(c3)OCCO4)C2)cc1 (centres undefined) is listed as 2.4%	-2%
Cc1cn2c(=O)cc(COC(=O)c3cccc(NC(=O)COc4ccccc4)c3)nc2s1 is listed as 0.8%	-13%

Later entries:
SMILES	Epigenetic reg	Tau fluor counter
COc1cccc(CNC(=O)CCc2c(C)nn(-c3ccc(N4CCOCC4)nn3)c2C)c1	0.0%	-8%
CN1CCN(C(c2cccc(Br)c2)c2sc3nc(-c4ccco4)nn3c2O)CC1 (centres undefined)	7.0%	-3%
Cc1c(CCNC(=O)c2ccc(C(F)(F)F)cc2)sc2nc(-c3ccc(F)cc3)nn12	1.3%	-12%
COc1ccc(N2C(N)=C(C#N)C(c3cc(CN4CCOCC4)cs3)C3=C2CCCC3=O)cc1 (centres undefined)	-1.6%	-8%
Cc1ccccc1CN1c2ccccc2S(=O)(=O)c2ccccc21	0.0%	-29%
CCCCN(CC)CCNC(=O)CCn1cnc2onc(-c3ccc(F)cc3)c2c1=O	-1.3%	-13%
COc1ccccc1-c1c(C)nn2c(N3CCN(c4ccc(F)cc4)CC3)cc(C)nc12	-0.2%	-17%
Cc1ccccc1CS(=O)(=O)Cc1ccc(C(=O)NCc2ccc(F)cc2)o1	0.6%	-8%
Fc1ccc(-n2ncc3c(NCCCn4ccnc4)ncnc32)cc1	1.4%	0%
COc1ccc(C2c3[nH]c4ccc(OC)cc4c3CCN2C(=O)Nc2ccccc2)cc1 (centres undefined)	6.4%	?
CC(=O)N(Cc1cccnc1)c1nc2ccc(F)cc2s1	4.2%	-8%
CCN(CC)c1ccc(NC(=O)c2cc(C)nc3c2c(C)nn3-c2cccc(F)c2)c(C)c1	-0.4%	?
CCc1ccc(-c2nc(CS(=O)CC(=O)NCc3ccc(F)cc3)c(C)o2)cc1 (centres undefined)	-0.2%	0%
O=C(Nc1ccc(C(=O)N2CCN(c3ccccc3)CC2)cc1)c1nsc2ccccc12	-1.1%	-25%
Cc1ccc(C)c(Nc2nn3c(=O)c4ccc(C(=O)NCc5cccs5)cc4nc3s2)c1	-0.2%	-13%
COc1ccc(CNC(=O)c2c(Nc3ccccc3C)sc(C(=O)c3ccccc3)c2N)cc1	-0.5%	?
CCOC(=O)C(=O)Nc1nnc2n1CCS2	0.0%	-3%
CC(=O)Nc1cc(C(=O)NCc2ccccc2Cl)ccc1Sc1ccc(F)cc1	-1.2%	-18%
COC(=O)c1ccc(Cn2c(SCC(=O)Nc3ccc(F)cc3)nc3ccccc32)cc1	5.8%	-23%
Cc1ccc(-n2nc(C)c3c(C(=O)NCc4ccc(F)cc4)cc(C)nc32)cc1	0.0%	-21%
CCOCCCNC(=O)c1ccc2c(c1)NC(=O)C(CS(=O)(=O)Cc1ccc(F)cc1Cl)N2 (centres undefined)	1.8%	-2%
CN(Cc1ccccc1)C(=O)CN1C(=O)CSc2ccc(S(=O)(=O)N3CCOCC3)cc21	1.8%	-5%
Cn1cc(-c2cc3n(n2)CCC(=O)N3CCCC(=O)Nc2ccc(F)cc2F)c2ccccc21	-0.6%	-30%
COc1ccc(Oc2nc3c(c(=O)n(C)c(=O)n3C)n2Cc2ccc(Cl)cc2Cl)cc1	2.3%	-3%

A portion of the library; rates above refer to the full screens.
